High-throughput results as filed in PubChem.
M1 PAM – positive allosteric modulators of human M1 muscarinic receptor. P11229. CHO-K1 hM1, Fluo-8 calcium fluorescence, ACh EC20; 0% = ACh EC20, 100% = maximal ACh. activation, % at 3 µM. 0.088% of 360,000 active. AID 588819; in the data active = activation above about 19%, passing the limit was not always enough
Target sequence (P11229 whole entry, looked up): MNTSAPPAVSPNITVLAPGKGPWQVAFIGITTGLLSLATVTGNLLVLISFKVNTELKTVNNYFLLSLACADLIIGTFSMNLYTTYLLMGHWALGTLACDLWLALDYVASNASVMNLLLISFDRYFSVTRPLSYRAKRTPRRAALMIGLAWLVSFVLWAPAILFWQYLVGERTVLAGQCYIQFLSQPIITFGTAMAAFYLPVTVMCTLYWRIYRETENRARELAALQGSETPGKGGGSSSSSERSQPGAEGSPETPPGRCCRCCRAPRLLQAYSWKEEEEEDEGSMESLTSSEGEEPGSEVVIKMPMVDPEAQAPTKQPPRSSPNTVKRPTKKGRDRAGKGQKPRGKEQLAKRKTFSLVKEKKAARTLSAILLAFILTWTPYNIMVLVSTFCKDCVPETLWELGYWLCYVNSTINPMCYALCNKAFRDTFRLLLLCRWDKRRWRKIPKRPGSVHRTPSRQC
OXTR potentiator – human OXTR potentiation. P30559. CHO-OTR cells, Fluo-8 calcium fluorescence, potentiator mode; 0% = oxytocin EC15, 100% = EC100. activation, % at 3 µM. 0.061% of 320,000 active;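 active = activation above that plate's cutoff, the mean activation of tested compounds plus 3 SD, cut at about 6.6% in these data, passing the limit was not always enough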;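 also: 100% uses oxytocin at 75 nM as the full agonist control; some results filed as inactive read as strong as hits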
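test system = CHO-OTR cells, human receptor | compound = single-point 3.0 µM | schedule = 6 min compound pre-incubation at room temperature, 100 s kinetic read | signal = Fluo-8 no-wash calcium dye fluorescence, excitation 470-495 nm, emission 515-575 nm | repeats = single well per compound, singlicate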
OXTR agonist – human OXTR agonism. P30559. CHO-OTR cells, Fluo-8 calcium fluorescence; normalized: DMSO 0%, oxytocin 100%. activation, % at 3 µM. 0.32% of 320,000 active. AID 2435;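 active = activation above the mean of all tested compounds plus 3 SD, cutoff set per screening run, cut at about 20% in these data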;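 also: peak over basal fluorescence ratio from a 100 s FLIPR kinetic read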
TAAR1 antagonist – antagonists of human TAAR1; CHO RD-HGA16 TAAR1, Fluo-8 calcium fluorescence, antagonist; inhibition, % at 3 µM; 1.5% of 360,000 active; AID 624466;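 active = inhibition above a per-plate cutoff, the mean inhibition of test compounds on that plate plus 3 SD, cut at about 49% in these data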;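 also: 0% = DMSO plus EC80 beta-PEA response and 100% = DMSO alone without agonist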
Target sequence (Q96RJ0 whole entry, looked up): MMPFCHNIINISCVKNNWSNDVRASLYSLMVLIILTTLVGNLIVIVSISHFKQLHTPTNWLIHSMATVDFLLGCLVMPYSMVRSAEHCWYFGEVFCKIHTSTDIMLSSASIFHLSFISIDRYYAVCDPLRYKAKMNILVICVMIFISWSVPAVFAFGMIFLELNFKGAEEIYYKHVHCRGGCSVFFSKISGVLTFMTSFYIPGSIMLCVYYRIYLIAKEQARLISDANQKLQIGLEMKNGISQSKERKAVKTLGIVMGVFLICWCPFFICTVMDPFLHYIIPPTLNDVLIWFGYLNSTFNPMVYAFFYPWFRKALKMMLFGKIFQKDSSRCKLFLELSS
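test system = CHO RD-HGA16 cells bearing hTAAR1 | replication = singlicate | controls = DMSO-only wells and EC80 β-PEA-stimulated wells | reagent = EC80 β-phenethylamine stimulus | read-out basis = percent inhibition of PEA-evoked calcium signal, max/basal emission ratio | schedule = seeding 17-24 h prior, 75-min 37 °C, 30-min RT dye loading | signal = kinetic Fluo-8 calcium fluorescence measurement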
CHRM1 agonist – human M1 muscarinic receptor agonism; P11229; CHO-K1 hM1, Fluo-8 calcium fluorescence, agonist mode; 0% DMSO, 100% acetylcholine EC100; activation, % at 3 µM; 0.33% of 360,000 active; AID 588814;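 active = activation above the run's mean compound activation plus 3 SD, cut at about 16% in these data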;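 also: peak over basal fluorescence ratio within a 140 s kinetic read after compound addition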
CHO parental Ca – counter-screen for OX1R antagonists: effect in parental CHO cells; inhibition, % at 5.6 µM; AID 463079; 0.63% of 330,000 active; parental CHO-K1, ATP-induced calcium, Fluo-8 fluorescence;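 active = inhibition above that plate's mean sample inhibition plus 3 SD, cut at about 26% in these data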;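 also: 0% = ATP-challenged DMSO wells and 100% = DMSO wells without ATP; some compounds past the cut are filed as inactive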
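Assay system – parental CHO cells · Reagent – ATP stimulus · Detection – intracellular calcium via Fluo-8 no-wash fluorescent dye · Evaluation – percent inhibition of ATP-evoked calcium rise, normalized to controls · Controls – ATP wells versus no-ATP DMSO wells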
V1R ag counter – counter-screen for oxytocin receptor agonists: human V1a receptor agonists | P37288 | CHO-V1R cells, Fluo-8 calcium fluorescence, agonist mode; 0% DMSO, 100% 3 nM vasopressin | activation, % at 3 µM | 0.25% of 320,000 active | AID 2797;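 active = activation above the mean activation of all tested compounds plus 3 SD, per screening run, cut at about 20% in these data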;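 also: signal is peak over basal fluorescence ratio across a 100 second FLIPR read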
CHRM1 antagonist – blocks human M1 muscarinic receptor. AID 588852. inhibition, % at 3 µM. 1.3% of 360,000 active. CHO-K1 hM1, Fluo-8 calcium fluorescence, ACh EC80 antagonist;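 active = percent inhibition above its own plate's cutoff, namely the mean of that plate's compound wells plus 3 SD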;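 also: peak over basal fluorescence ratio during 140 s after agonist addition; 0% = ACh EC80 plus DMSO and 100% = DMSO alone without agonist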
TAAR1 agonist – agonists of human TAAR1; Q96RJ0; CHO RD-HGA16 TAAR1, Fluo-8 calcium fluorescence; vehicle wells 0%, saturating PEA agonist 100%; activation, % at 3 µM; 0.99% of 360,000 active;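 active = activation above the mean activation of all test compounds in the run plus 3 SD, cut at about 38% in these data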
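Benchmarks: low control DMSO, high control PEA (EC100); System: CHO RD-HGA16 cells carrying human TAAR1 plus Gα16; Detection: Fluo-8 fluorescence, 5 s baseline then 140 s kinetic read; Schedule: 17-24 h plating, Fluo-8 75 min 37 °C, 30 min RT; Read-out basis: % activation from peak over basal fluorescence ratio, DMSO-to-PEA scaled.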
The depositor's hits bear a star; / = no result given; & = joins results of further samples.

SMILES	M1 PAM	OXTR potentiator	OXTR agonist	TAAR1 antagonist	CHRM1 agonist	CHO parental Ca	V1R ag counter	CHRM1 antagonist	TAAR1 agonist
CC(C)CCNC(=O)Cc1ccc(Nc2nc(=S)[nH]c3ccccc23)cc1	5.7	-21.3	-1.6	-14.2	-3.7	-18.7	0.7	-5.8	-0.4
COCCNC(=O)C(=O)N/N=C(\C)CC(=O)Nc1ccc2c(c1)OCO2	8.7	0.7	-2.1	-21.5	-4.9	-11.7	-1.6	-17.0	-0.1
NS(=O)(=O)c1cccnc1Nc1cccc(C(F)(F)F)c1	-3.5	-11.1	3.0	8.3	1.2	14.9	4.6	-18.2	10.1
CC(=O)c1sc(NC(=O)c2cccc(N3C(=O)CCC3=O)c2)nc1-c1ccccc1	11.3	0.2	1.0	-10.9	-3.2	-7.4	1.3	-11.9	1.9
CCC(=O)N1CCN(c2nc(CC)nc3sc4c(c23)CCCC4)CC1	0.4	0.3	-2.0	2.9	-2.5	-14.7	-1.3	-6.3	-0.8
COCCCNC(=O)CCC(=O)NNc1nc2ccccc2c2nc(C)nn12	-4.0	-2.7	-0.9	1.8	-4.9	-9.4	-0.9	1.1	0.6
CCC(=O)Nc1cc(SCCO)cc([N+](=O)[O-])c1	1.7	-7.5	-0.2	15.7	-4.3	-8.8	-0.1	1.8	12.1
Cc1c(Cl)cccc1Nc1nc(NCCO)c2ccccc2n1	-2.4	-12.0	5.6	37.1	-5.2	-14.6	3.4	-2.5	49.5*
CC(CN1CCOCC1)OC(=O)c1cccs1 (stereo not given)	3.1	1.1	1.4	4.6	-0.2	-3.7	0.5	-1.3	6.0
Cc1cc(C)c(CN2CCN(Cc3ccc(C)o3)C(CCO)C2)c(-n2cccn2)c1 (stereo not given)	7.5	8.0	1.5	-18.7	-7.3	-27.5	0.3	-7.7	-0.2
CN(C)CCCNC(=O)c1cc(C(=O)c2cccc(Cl)c2Cl)c[nH]1	-10.7	-5.6	-0.8	12.1	-11.4	-8.0	1.5	15.9	-0.4
O=S(=O)(Nc1cc(Cl)cc(Cl)c1)N1CCOCC1	4.4	-8.8	0.8	-21.3	1.2	-6.0	4.6	-6.6	3.0
CC(C)CCNC(=O)c1cc2c(=O)[nH]c3ccccc3c2s1	7.5	-13.2	-0.5	2.2	-1.7	-14.1	0.6	-12.9	-0.3
CN1CCCCC1(C)C(=O)NCc1ccc(F)cc1 (stereo not given)	-4.9	/	/	-0.5	-8.1	/	/	3.6	0.1
Cc1ccc(N(C)S(=O)(=O)c2cc3c(cc2C)NC(=O)CO3)cc1	-6.2	-7.7	0.6	14.9	-1.5	-2.1	2.3	-3.1	0.1
COc1ccccc1CCNS(=O)(=O)CCNC(=O)c1ccccc1	11.5	4.1	-0.7	3.2	-2.8	-19.8	-0.9	-18.1	24.9
O=C(O)c1cccc(N=NN2CCCCCC2)c1	6.6	-6.8	3.6	-6.2	3.0	5.1	0.6	-1.2	-1.0
O=C(CCc1ccccc1)NCCSCc1c(F)cccc1Cl	3.6	-1.2	-2.7	2.1	-5.9	-17.2	0.6	-5.0	0.5
O=C(CN(Cc1ccccc1Cl)C(=O)CN1C(=O)CSc2ccccc21)NC1CC1	-4.1	-9.8	2.5	44.8	-2.3	-8.7	1.9	11.1	25.1
CC(=O)Nc1ccc(S(=O)(=O)N2CCN=C2SCc2ccc([N+](=O)[O-])cc2)cc1	-4.2	-17.2	12.9	26.3	5.5	33.1*	16.0	6.9	12.0
Cc1cccc(-c2nnc(-c3ccccc3)o2)c1	-1.7	-6.4	-2.1	6.3	-4.3	-5.6	-0.9	-0.4	17.9
Cn1c(=O)c(=O)n(C)c2cc(S(=O)(=O)CCC(=O)Nc3cccc(C(F)(F)F)c3)ccc21	1.8	-7.3	-0.5	4.5	-3.5	-4.5	0.4	-2.3	1.0
CCCSc1cc(N2CCN(C)CC2)nc(-c2ccc(OC)cc2)n1	10.7	-2.4	9.6	-17.5	-3.3	-21.9	11.7	-4.4	25.5
CC(OC(=O)c1ccc(NC(=O)CC#N)cc1)C(=O)NCCC1=CCCCC1 (stereo not given)	2.8	-10.2	1.9	1.0	-2.0	-16.0	0.5	9.8	0.7
C(#CCN1CCC(Cc2ccccc2)CC1)COCCOCc1ccccc1	-10.9	-2.1	-1.4	-4.4	-10.3	-18.6	0.3	7.7	17.2

Overlap with the part before: 2 entries, then new ones.
SMILES	M1 PAM	OXTR potentiator	OXTR agonist	TAAR1 antagonist	CHRM1 agonist	CHO parental Ca	V1R ag counter	CHRM1 antagonist	TAAR1 agonist
CC(OC(=O)c1ccc(NC(=O)CC#N)cc1)C(=O)NCCC1=CCCCC1 (stereo not given)	2.8	-10.2	1.9	1.0	-2.0	-16.0	0.5	9.8	0.7
C(#CCN1CCC(Cc2ccccc2)CC1)COCCOCc1ccccc1	-10.9	-2.1	-1.4	-4.4	-10.3	-18.6	0.3	7.7	17.2
Cc1ccsc1/C=C(\CC(=O)O)c1nc2ccccc2o1	6.2	-11.2	-0.9	-19.9	-0.2	-3.6	0.8	4.2	12.0
C=CCNC(=O)c1ccccc1NC(=O)COc1ccccc1	6.5	-1.8	-0.7	13.7	-8.8	-8.0	-0.8	-4.7	8.9
CCC(C)(C)NC(=O)C(c1ccncc1)N(C(=O)c1sc(C)nc1C)c1ccc(C)cc1 (stereo not given)	8.0	-4.7	-2.4	16.1	-3.4	-10.2	-1.3	-13.1	4.2
Oc1ccc(/C=N/NC(=S)Nc2cccnc2)cc1	0.6	-2.0	-0.2	-10.1	-2.4	-6.2	0.5	-0.1	1.3
CCC(=O)N1c2ccc(S(=O)(=O)NC3CCCCC3)cc2CC1C (stereo not given)	-8.6	-21.6	5.4	-7.7	0.4	0.6	7.8	12.8	5.8
Cn1cccc1C(=O)OCC(=O)c1ccc(Br)s1	0.4	2.1	-1.1	-0.7	-6.1	-11.7	0.6	-5.8	2.0
CN(CC(=O)Nc1ccccc1Cl)C(=O)Cn1cnc2ccc(Cl)cc2c1=O	12.2	1.2	0.4	0.8	0.1	-9.2	0.8	-12.9	6.4
CCn1c(=O)c2c3c(sc2n2cnnc12)CCC3	1.1	-8.5	-1.2	-2.0	-1.9	4.8	0.6	6.2	9.9
CC(=O)c1ccc(S(=O)(=O)N2CCC(NC(=O)c3ccccc3)CC2)cc1	5.4	/	/	-22.2	-2.8	/	/	-12.2	-0.5
COc1ccc(C(C#N)C2(C)OCCO2)cc1OC (stereo not given)	0.4	-2.6	0.2	0.0	-3.9	-3.1	0.3	3.3	8.5
NC(=O)N=Nc1c(O)[nH]c2c(Br)cc(Br)cc12	/	4.4	-2.3	/	/	4.8	-0.6	/	/
COc1ccc(/C=C/C(=O)NCc2cn(C)nc2C)cc1COc1ccc(Br)cc1	1.5	-7.5	1.0	11.8	-6.0	-7.8	2.2	-0.1	4.8
COC(=O)C1Cc2c([nH]c3ccccc23)C2(CCN(Cc3ccccc3)CC2)N1 (stereo not given)	0.5	-13.5	13.1	7.9	1.0	-7.2	14.2	-2.3	29.4
N=c1oc2ccc3ccccc3c2cc1-c1nnc2n1CCCCC2	2.3	-6.0	-0.2	-18.7	-7.6	-7.5	-0.5	-23.1	-1.6
CCOC(=O)COc1c(Cl)cc(/C=C2\N=C(C)OC2=O)cc1OC	10.9	-1.6	1.5	-19.7	-3.1	5.0	-0.4	-11.8	2.4
O=C(Cc1cc(=O)[nH][nH]1)N/N=C/C(Cl)=C/c1ccccc1	6.7&5.6	4.2&-8.2	2.7&0.0	-21.6&18.8	-5.0&-2.8	-5.9&-6.5	1.8&1.2	-7.2&-5.8	23.2&4.7
CC(C)(C)OC(=O)C[C@H]1C/C=C\C[C@@H](CC(=O)N(CCO)Cc2ccccc2)C(=O)N[C@@H](c2ccccc2)COC1=O	-1.8	-4.2	-0.4	43.0	-7.2	-17.1	-0.8	3.8	16.6
CN(C(=O)c1ccccc1Cl)c1ccccc1	-3.1	-6.3	-0.1	16.2	-6.2	-0.1	-0.6	4.7	8.2
Cc1ccc(Cn2ccsc2=NC(=O)CCl)cc1	6.7	1.7	-0.7	2.7	-4.8	-5.2	0.4	-8.0	4.8
COC(=O)c1ccc(COC(=O)C2CCN(S(=O)(=O)c3c(Cl)cccc3Cl)CC2)o1	3.8	-9.3	0.5	45.2	-4.8	-16.2	1.6	-11.7	4.5
O=[N+]([O-])c1cc(S(=O)(=O)Nc2cccc(Cl)c2)ccc1N/N=C/c1ccc(N2CCOCC2)cc1	6.8	-3.0	0.3	-31.2	-4.4	5.1	0.0	-3.7	1.2
CCc1nnc(NC(=O)CN2C(=O)/C(=C/c3ccc(OC)c(OC)c3)SC2=S)s1	/	-5.7	0.7	/	/	-6.5	0.0	/	/
Cc1oc(-c2ccccc2Cl)nc1CS(=O)CC(=O)NC1CC1 (stereo not given)	3.2	6.4	-0.2	-11.1	-2.5	-10.2	0.0	-1.4	5.8
CCCNc1nc2c(c(=O)[nH]c(=O)n2C)n1CCCc1ccccc1	-2.0	-5.7	-0.3	6.9	-3.7	-4.2	-0.7	10.7	2.6
COC[C@H](NS(=O)(=O)c1ccc(Br)cc1F)[C@@H](O)c1ccccc1	15.3	/	/	-7.7	1.4	/	/	-23.6	2.5

Next section:
SMILES	M1 PAM	OXTR potentiator	OXTR agonist	TAAR1 antagonist	CHRM1 agonist	CHO parental Ca	V1R ag counter	CHRM1 antagonist	TAAR1 agonist
CCOc1ccc2nc(NC(=O)c3ccco3)sc2c1	10.0	-2.2	-0.5	-8.5	-0.5	-0.3	2.1	-15.5	0.1
CCn1c(Cc2ccc(OC)cc2)nnc1SCC(=O)Nc1cccc(C(=O)OC)c1	10.0	-6.9	-1.7	-25.7	-4.7	-16.2	-1.6	-6.8	11.6
CCn1c(SCC(=O)Nc2ccc3c(c2)OCO3)nnc1-c1ccccc1O	5.2	-5.1	2.7	-6.9	-5.9	-12.6	1.6	-4.3	-0.8
O=C(Cc1ccccc1Cl)N1CCN(c2ccccn2)CC1	5.6	-9.6	0.2	-13.7	-7.0	-9.8	1.3	-9.8	6.0
COc1ccc(NC(=O)C[C@H]2C(=O)N(Cc3ccccc3)C[C@@H]2Cc2ccccc2)cc1	-9.5	/	/	-16.0	-2.8	/	/	7.5	2.8
CCOc1ccc(N(C(=O)c2snc(C(N)=O)c2N)C(C(=O)NCC2CCCO2)c2ccc(C)o2)cc1 (stereo not given)	2.9	/	/	-15.8	-5.2	/	/	0.0	-5.0
